Screening data as filed in PubChem.
Vif-APOBEC3G blk = Vif-A3G binding inhibition. actives 0.076% (n = 410,000). Q9HC16. Potency, µM (top dose mostly 46.1 µM), for the others: at the highest dose activity, negative = active, hits mostly inhibitors. HeLa A3G-eYFP + Vif (tagged APOBEC3G with the HIV-1 protein that degrades it), YFP fluorescence, overnight;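 note: potency is the fitted concentration of half-maximal effect; % is set by controls: 0 for no effect and ±100 for the full control effect; nearly all actives have a fitted effect of over 60% in size; hits raise eYFP signal because A3G escapes Vif-driven loss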
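HeLa cells stably expressing Vif and C-terminally eYFP-tagged A3G, seeded overnight at 37 deg C, then exposed to compound by pintool overnight at 37 deg C. Rise in yellow fluorescence (Ex 488/Em 500-530, Acumen) marks blocked Vif-driven A3G degradation.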
RXFP1 agonist = RXFP1 (human) receptor agonism. Potency, µM (series often up to 57.5 µM), without a hit: at the highest dose activation, usual class: activators. Q9HBX9. actives 0.3% (n = 370,000). HEK293T-RXFP1 cAMP TR-FRET, 30 min; response scale: percent of porcine relaxin response, buffer zero; note: potency is the fitted concentration of half-maximal effect; % is set by controls: 0 for no effect and ±100 for the full control effect; nearly all actives have a fitted effect of over 60% in size; many of its hits are not listed in these tables
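HEK293T cells stably expressing RXFP1 were pretreated with the PDE4 inhibitor Ro 20174, exposed to compounds for 30 min at 37C, lysed, and cAMP was read by TR-FRET. Data normalized to buffer (basal) and 29 nM porcine relaxin (100%).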
USP1-UAF1 inh = inhibitors of human USP1/UAF1 deubiquitinase. O94782. recombinant USP1/UAF1, Ub-Rhodamine cleavage fluorescence. Potency, µM (doses to about 57.1 µM), without a hit: at the top dose activity change, negative = inhibition, hits mostly inhibitors. actives 0.23% (n = 390,000). AID 743255; note: potency is the fitted concentration of half-maximal effect; % is set by controls: 0 for no effect and ±100 for the full control effect; nearly all actives have a fitted effect of over 60% in size; inactives centre near -12
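USP1/UAF1 complex (1 nM) preincubated 15 min at room temperature with compound, then Ub-Rho substrate (150 nM final) added. Kinetic fluorescence at 480/540 nm over 6 reads at 60 s intervals; 50 mM HEPES pH 7.8, 0.5 mM EDTA, 0.1 mg/ml BSA, 1 mM TCEP, 0.01% Tween-20.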
LDHA inh = blocks human lactate dehydrogenase A; P00338; purified LDHA, NADH/diaphorase-resazurin fluorescence; hits give low values; activity change, % (values are at about 110 or 230 µM); actives 0.15% (n = 480,000); in the data active = activity change below about -30%; inconclusive = mostly about -25% to -30%;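 note: plate controls were DMSO wells for no effect and wells without enzyme for full effect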
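LDH5 2 nM; NADH 0.06 mM, pyruvate 0.2 mM; 200 mM Tris pH 7.4, EDTA, Tween-20; 5 min RT. Detection: diaphorase 0.133 mg/mL + resazurin 37 µM, fluorescence ex540/em590 at 0 and 20 min; normalized to enzyme-free and DMSO wells.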
Vif-APOBEC3F blk = blocks the Vif interaction with APOBEC3F; HeLa A3F-eYFP + Vif (tagged APOBEC3F with the HIV-1 protein that degrades it), YFP fluorescence increase; Potency, µM (series often up to 46.1 µM), for the others: top-dose activity, negative = active; actives 0.2% (n = 390,000); AID 602313; note: potency is the fitted concentration of half-maximal effect; % of control where 0% means no effect; nearly all actives have a fitted effect of over 65% in size
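HeLa cells stably expressing Vif plus C-terminally eYFP-tagged A3F were seeded, incubated overnight at 37 deg C, dosed with compound, incubated overnight again at 37 deg C. Yellow fluorescence (Ex 488/Em 500-530) reported blocked Vif-mediated A3F-eYFP degradation.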
GRP78 ERSR act = inducers of ER stress response in human glioma cells; actives 0.02% (n = 420,000); AID 602332; U87-MG GRP78 promoter luciferase reporter, 16 h; Potency, µM, for inactives: at the highest dose activation, actives largely listed as activators; note: potency is the fitted concentration of half-maximal effect; series mostly up to about 76 µM; % of control where 0% means no effect; nearly all actives have a fitted effect of over 35% in size
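Stably transfected U87-MG human glioma cells carrying a GRP78-based luminescent sensor were seeded at 1000 cells/well, pin-dosed with compounds and incubated 16 h. Luciferase reagent was then added, and end-point luminescence was read after 10 min at room temperature.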
IDH1 R132H inh = human IDH1 R132H inhibition; Potency, µM (highest dose often 76.6 µM), for the others: at the highest dose activity change, negative = inhibition, most hits filed as inhibitors; O75874; IDH1-R132H enzyme, NADPH consumption, diaphorase/resazurin fluorescence; actives 0.093% (n = 390,000); AID 602179; note: potency is the fitted concentration of half-maximal effect; % is set by controls: 0 for no effect and ±100 for the full control effect; nearly all actives have a fitted effect of over 65% in size
Target sequence (O75874 whole entry R132H, stated change not applied): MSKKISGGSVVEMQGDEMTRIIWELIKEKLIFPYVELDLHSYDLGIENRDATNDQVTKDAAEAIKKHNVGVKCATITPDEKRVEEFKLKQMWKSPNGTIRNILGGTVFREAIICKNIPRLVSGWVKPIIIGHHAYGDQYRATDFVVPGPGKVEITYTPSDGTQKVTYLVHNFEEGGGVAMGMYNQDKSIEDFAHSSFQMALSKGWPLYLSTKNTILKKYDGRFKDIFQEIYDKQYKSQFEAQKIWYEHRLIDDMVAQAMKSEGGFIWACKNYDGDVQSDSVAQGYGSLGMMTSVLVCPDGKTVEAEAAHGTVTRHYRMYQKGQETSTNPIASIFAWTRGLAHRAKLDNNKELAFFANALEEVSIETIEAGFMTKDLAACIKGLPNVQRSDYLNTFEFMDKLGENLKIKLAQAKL
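IDH1-R132H (0.5 ug/mL dispensed) in pH 7.5 Tris buffer was preincubated 30 min with compound, then given a substrate mix of 0.016 mM NADPH and 2 mM alpha-KG for 80 min at room temperature; remaining NADPH was read by diaphorase/resazurin fluorescence.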
TrxR1 substrate = is turned over as a substrate by rat TrxR1 | O89049 | AID 588456 | Potency, µM (top dose mostly 114 µM), inactives show top-dose activity change, negative = substrate turnover | actives 0.01% (n = 390,000) | purified TrxR1 substrate turnover, NADPH consumption readout; note: potency is the fitted concentration of half-maximal effect; % is set by controls: 0 for no effect and ±100 for the full control effect; nearly all actives have a fitted effect of over 50% in size
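Rat TrxR1, dispensed at 90 nM, was prereduced with 400 uM NADPH (final) for 5 min at ~22 deg C, then incubated with compound 15 min before 400 uM selenite. A first-read NADPH fluorescence drop versus no-compound background flagged substrates.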
PI4K2A block = inhibitors of human PI4K2A; purified PI4K2A, ADP-Glo luminescence, 1 h; hits give low values; Q9BTU6; actives 0.13% (n = 420,000); activity change, negative = inhibition, % at 76.9 µM; in the data active = activity change below about -50%; inconclusive = mostly about -30% to -49%;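 note: -100% = wells without enzyme as full effect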
Target sequence (Q9BTU6 whole entry, looked up): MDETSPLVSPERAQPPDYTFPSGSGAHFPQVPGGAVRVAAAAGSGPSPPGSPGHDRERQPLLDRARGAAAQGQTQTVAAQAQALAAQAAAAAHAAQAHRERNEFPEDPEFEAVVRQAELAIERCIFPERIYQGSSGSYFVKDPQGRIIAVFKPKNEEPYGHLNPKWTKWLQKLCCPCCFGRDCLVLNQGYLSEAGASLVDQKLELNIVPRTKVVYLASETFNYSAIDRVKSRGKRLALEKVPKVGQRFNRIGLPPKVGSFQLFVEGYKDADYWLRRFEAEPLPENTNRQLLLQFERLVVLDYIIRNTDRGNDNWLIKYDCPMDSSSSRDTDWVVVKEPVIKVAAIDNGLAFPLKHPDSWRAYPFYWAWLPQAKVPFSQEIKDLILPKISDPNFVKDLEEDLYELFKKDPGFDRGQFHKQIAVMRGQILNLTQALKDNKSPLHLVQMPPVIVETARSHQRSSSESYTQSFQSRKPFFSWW
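In this quantitative HTS, ADP production by PI4K2A was quantified luminescently after 1 h at ambient temperature; 100 microM adenosine served as plate-quality control.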
Numbers without * were called inactive; ? = inconclusive; / = no result given; & = joins results of further samples; [ ] = dose if it differs, or a comment. Unless noted, calls come from the whole dose curve; as a rule, active = well fitted curve in the direction sought with a large enough effect; inconclusive = small, poorly fitted or top-dose-only effect, or another doubt; inactive = no such curve, though single readings can be large; an effect the other way counts as inactive or inconclusive. The list is partial; rates above refer to the full screens.

SMILES	Vif-APOBEC3G blk	RXFP1 agonist	USP1-UAF1 inh	LDHA inh	Vif-APOBEC3F blk	GRP78 ERSR act	IDH1 R132H inh	TrxR1 substrate	PI4K2A block
O=C(O)CNC(=S)N(Cc1cccs1)C1CCCCC1	-4%	-0.5%	-3%	-7	-11%	-3%	2%	-9%	1
CC(C)(C)c1cc(Cl)ccc1OCCOCCN1CCCC1	0%	-2.0%	-8%	-7	-3%	-4%	-4%	-7%	-14
Cc1ccc(CN(CC2CCCO2)C(=O)CN2C(=O)C(C(C)C)Oc3ccccc32)o1 (centres undefined)	6%	1.2%	-16%	5	-5%	-4%	9%	-2%	0
Cc1cc(C)c2oc(C(=O)Nc3ccc(S(=O)(=O)Nc4nccc(C)n4)cc3)cc(=O)c2c1	-5%&-2%	9.2%&11%	-22%&-27%	-15&0	4%&-1%	-1%&-3%	?	-7%&-12%	1&1
CCCS(=O)(=O)NC(=O)C1(C)CCN(C(=O)c2cc(F)ccc2C)C1 (centres undefined)	-12%	/	/	0	/	-1%	/	/	-4
CCCCNC(=O)Nc1ccon1	2%	1.8%	-5%	0	-8%	-7%	3%	-9%	4
Cc1onc(-c2ccccc2Cl)c1C(=O)Nc1ccc(S(=O)(=O)N2CCCC2)cc1	0%	-1.4%	-19%	1	-2%	-1%	-8%	1%	-4
Cc1ccc(SCC(=O)NNC(=O)c2cncc(Br)c2)cc1	0%	/	?	-4	3%	-5%	2%	3%[57.1 µM]	-6
C[C@@H]1CCCCCCCCCCC1=O	4%	4.7%	-12%	1	21%	-5%	0%	4%	4
O=C(c1cc2ccccc2[nH]1)N1O[C@@H]2C=C[C@H]1C2	-4%	/	-18%	4	3%	4%	-2%	2%	1
CCN(C[C@H]1N[C@@](CC)(C(=O)OC)[C@H]2C(=O)N(C)C(=O)[C@@H]12)C(=O)Nc1ccccc1	6%	/	-25%	-2	5%	-4%	4%	3%	5
Cc1ccc(OCc2nc(-c3ccc(C(=O)N4CCN(c5ccccc5)CC4)cc3)oc2C)cc1	6%	0.1%	-14%	-1	1%	-3%	12%	-10%	-8
Cc1ccccc1C(=O)N1CCc2cc(-c3csc(NC(=O)CN4CCCC4)n3)ccc21	0%	-1.8%	-9%	-1	2%	6%	-4%	-3%	3
CCOCCCNC(=O)c1ccc(N2CCCC2)c(NS(=O)(=O)c2ccc(C)cc2)c1	-4%	2.3%	-23%	4	-1%	5%	-2%	-5%	-7
Cc1cc(C(=O)N/N=C/c2ccc3ccccc3c2)n[nH]1	?	2.0%	-16%	-3	-24%	3%	0%	0%	3
CC(OC(=O)CCN1C(=O)C2CC=CCC2C1=O)C(=O)c1ccc(F)cc1 (centres undefined)	0%	-0.9%	-6%	-1	1%	-2%	19%	-2%	0
O=S(=O)(c1ccc(Cl)cc1)N1CCN2CCCC2C1 (centres undefined)	1%	3.6%	-6%	0	-2%	-3%	10%	1%	-4
Cc1ccc(S(=O)(=O)c2nc(-c3ccccc3Cl)oc2N(C)C)cc1	?	-1.3%	-18%	1	4%	-4%	3%	11%	2
CCNC(=O)N1CCN(/[N+]([O-])=N/Oc2ccc([N+](=O)[O-])cc2[N+](=O)[O-])CC1	-4%	/	/	13	/	-12%	/	-7%	/
Cc1ccc(NC(=O)c2ccc(CN3CC(=O)N4CCCCC4C3=O)cc2)c(C)c1 (centres undefined)	-3%&4%	2.5%&2.1%	-13%&-14%	-6&3	5%&7%	0%&-3%	2%&11%	7%[57.1 µM]	-3&2

Part of the list above, bar-delimited:
SMILES | Vif-APOBEC3G blk | RXFP1 agonist | USP1-UAF1 inh | LDHA inh | Vif-APOBEC3F blk | GRP78 ERSR act | IDH1 R132H inh | TrxR1 substrate | PI4K2A block
Cc1ccc(CN(CC2CCCO2)C(=O)CN2C(=O)C(C(C)C)Oc3ccccc32)o1 (centres undefined) | 6% | 1.2% | -16% | 5 | -5% | -4% | 9% | -2% | 0
Cc1cc(C)c2oc(C(=O)Nc3ccc(S(=O)(=O)Nc4nccc(C)n4)cc3)cc(=O)c2c1 | -5%&-2% | 9.2%&11% | -22%&-27% | -15&0 | 4%&-1% | -1%&-3% | ? | -7%&-12% | 1&1
CCCS(=O)(=O)NC(=O)C1(C)CCN(C(=O)c2cc(F)ccc2C)C1 (centres undefined) | -12% | / | / | 0 | / | -1% | / | / | -4

Taken from above:
For GRP78 ERSR act, CCCCNC(=O)Nc1ccon1 shows -7%
For LDHA inh, CCN(C[C@H]1N[C@@](CC)(C(=O)OC)[C@H]2C(=O)N(C)C(=O)[C@@H]12)C(=O)Nc1ccccc1 shows -2

Next part.
SMILES	Vif-APOBEC3G blk	RXFP1 agonist	USP1-UAF1 inh	LDHA inh	Vif-APOBEC3F blk	GRP78 ERSR act	IDH1 R132H inh	TrxR1 substrate	PI4K2A block
C/C(=N\NC(=O)COc1ccc2ccccc2c1)c1cccs1	2%	5.5%	-20%	-2	0%	-3%	-1%	0%	-1
Cc1ccc(S(=O)(=O)N2CCOCC2)cc1C(=O)N1CCN(S(=O)(=O)c2ccccc2F)CC1	1%	/	1%	-7	3%	-5%	6%	-1%	-4
CCCCN1C(=O)C(CC(=O)NCC2CCCCC2)CC(C(=O)N(C)C)=C1C (centres undefined)	1%	/	-9%	2	-12%	-2%	-4%	/	0
Cc1cc2oc(=O)cc(-c3ccccc3)c2c(C)c1-c1ccc(N(C)C)cc1	3%	/	-25%	-1	1%	-1%&-2%	20%	3%	-1
COc1ccc(-c2c(-c3cc(OC)cc(OC)c3)n(C)c3ccc(-c4ccc5[nH]ccc5c4)cc23)cc1	-7%	-1.5%	23%	-12	1%	-4%	-4%	55%[activator][57.1 µM]	-5
Cn1c(=O)c2c(ncn2CC(=O)Nc2cc(S(=O)(=O)N3CCCCC3)ccc2Cl)n(C)c1=O	-1%	/	4%	-1	-3%	-6%	0%	-4%	-5
CC1CC(C)CN(C(=O)CSCC(=O)O)C1 (centres undefined)	2%	4.1%	-21%	-13	0%	2%	-2%	-9%	5
CCOC(=O)c1ccc(NC(=O)Cc2coc3cc(C)cc(C)c23)cc1	3%	-0.6%	-25%	0	4%	-3%	0%	8%	-2
COc1ccccc1N1CCN(C(c2ccc(N(C)C)cc2)c2nnnn2CCc2ccccc2)CC1 (centres undefined)	-1%	-0.1%	-20%	2	-11%	-2%	3%	-5%	7
CCn1c2c(c(=O)n3ncc(C(=O)Nc4ccc(F)cc4Cl)c13)CN(Cc1ccc(OC)cc1)CC2	2%	0.3%	?	10	0%	1%	-6%	6%[57.1 µM]	-2
NC(=O)c1sc(-c2ccsc2)cc1NS(=O)(=O)c1ccc(C(F)(F)F)cc1	-25%	0.0%	-4%	-7	2%	?	-25%	-11%[57.1 µM]	4
CCN(CC(=O)Nc1ccc(NC(C)=O)cc1)C(=O)c1ccc2c(c1)OCCO2	-1%	-2.8%	-17%	-15	-3%	-4%	-3%	-1%	-4
COc1cccc(CNC(=O)CCNS(=O)(=O)c2ccc3c(c2)oc(=O)n3C)c1	-1%&-2%	1.7%&1.3%	?	-6&-5	-2%&-22%	-4%&-4%	1%&-10%	-2%&-1%	-3&0
CC1CCCC(C)N1C(=O)Cn1cc(C#N)c2ccccc21 (centres undefined)	2%	-0.1%	-10%	0	13%	-1%	0%	-1%	6
O=C(c1ccc(Cl)s1)N1CCN(C23CC4CC(CC(C4)C2)C3)CC1	-5%	0.6%	-1%	-7	-2%	-5%	2%	-9%	0
COc1ccc(C(=O)NCc2nnc(SCC(=O)NCCc3ccccc3)o2)cc1	-3%	-1.8%	-17%	0	3%	-4%	-6%	-1%	1
CSCCC(NC(=O)c1ccccc1Cl)C(=O)NNC(=O)c1ccccc1O (centres undefined)	-6%	0.4%	-16%	1	0%	0%	3%	12%[57.1 µM]	-1
N#CC(=C1CCCC1)c1nc(-c2cc3ccccc3oc2=O)cs1	0%	1.9%	-15%	0	-2%	2%	8%	8%	-4
Cc1cc[n+](CC2OCc3ccccc3CO2)cc1	3%	-0.4%	-19%	1	-6%	-3%	2%	7%	-3
C=CC(=O)NC(C)(C)CCN1CCOCC1	-2%	-0.2%	-11%	-5	-2%	-5%	-2%	0%[57.1 µM]	4
Cn1ccnc1C(O)c1ccc(OCc2ccccc2)cc1 (centres undefined)	0%	1.4%	0%	-1	5%	0%	-2%	-3%	9
COc1ccc(N(C(=O)c2snc(C(N)=O)c2N)C(CC(C)C)C(=O)NCC2CCCO2)cc1 (centres undefined)	2%	0.0%	?	-5	-5%	1%	-2%	2%	-3
COc1ccc(NC(=O)Cn2cccc2)cc1Cl	-8%	-0.6%	-11%	-4	5%	0%	5%	-5%	-2
O=C(NCCCN1CCOCC1)c1c(-c2ccccc2)sc2ccccc12	1%	/	-22%	4	0%	-2%	16%	12%	-4
